USP1 inh: inhibitors of human USP1/UAF1 deubiquitinase; O94782; recombinant USP1/UAF1, Ub-Rhodamine cleavage fluorescence; Potency, µM (top dose mostly 57.1 µM), for the others: at the highest dose activity change, negative = inhibition, actives largely listed as inhibitors; 390,000 tested, 0.23% active; AID 743255; also: potency is read from the fitted curve at half-maximal effect; % is scaled to controls: 0 for no effect and ±100 for the full control effect; nearly all actives have a fitted effect of over 60% in size; inactives centre near -12
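Step one: compound is pinned into 1nM USP1/UAF1 in HEPES pH 7.8 buffer with TCEP. Step two: 15 min room-temperature incubation. Step three: Ub-Rho (150nM final) starts cleavage, tracked by fluorescence over six one-minute reads.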
LDHA block: LDHA (human) enzyme inhibition | purified LDHA, NADH/diaphorase-resazurin fluorescence; active compounds read low | activity change, % (values are at about 110 or 230 µM) | 480,000 tested, 0.15% active; in the data active = activity change below about -30%; inconclusive = mostly about -25% to -30%;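 also: plate controls were DMSO wells for no effect and wells without enzyme for full effect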
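Enzyme activity of human lactate dehydrogenase 5 (2 nM; 0.06 mM NADH, 0.2 mM pyruvate, 5 min, RT) is measured via a resazurin/diaphorase fluorescence readout of residual NADH.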
PI4K2A block: PI4K2A (human) kinase inhibition | purified PI4K2A, ADP-Glo luminescence, 1 h; active compounds read low | activity change, negative = inhibition, % at 76.9 µM | 420,000 tested, 0.13% active | AID 1346378; in the data active = activity change below about -50%; inconclusive = mostly about -30% to -49%;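 also: -100% = wells without enzyme as full effect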
Target sequence (Q9BTU6 whole entry, looked up): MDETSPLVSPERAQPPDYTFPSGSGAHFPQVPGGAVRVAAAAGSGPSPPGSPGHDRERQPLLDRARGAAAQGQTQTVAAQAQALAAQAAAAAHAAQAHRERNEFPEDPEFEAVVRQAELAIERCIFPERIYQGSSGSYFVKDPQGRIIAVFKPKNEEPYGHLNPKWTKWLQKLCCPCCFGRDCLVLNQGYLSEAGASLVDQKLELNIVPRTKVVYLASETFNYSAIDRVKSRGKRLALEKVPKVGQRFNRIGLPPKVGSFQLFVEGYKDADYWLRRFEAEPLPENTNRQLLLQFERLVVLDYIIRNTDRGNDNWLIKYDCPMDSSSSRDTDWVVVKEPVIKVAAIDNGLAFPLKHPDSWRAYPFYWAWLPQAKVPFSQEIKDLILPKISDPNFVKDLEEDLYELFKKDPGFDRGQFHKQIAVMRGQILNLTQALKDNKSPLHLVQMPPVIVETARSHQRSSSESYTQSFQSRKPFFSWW
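Compounds are screened against recombinant PI4K2A using PI as substrate and ATP, the latter dispensed at 300 microM. Reactions run one hour at ambient temperature before ADP-Glo detection; full inhibition defined by wells lacking enzyme.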
mIDH1 inhibitor: inhibitors of human mutant IDH1 R132H; O75874; IDH1-R132H enzyme, NADPH consumption, diaphorase/resazurin fluorescence; Potency, µM (top dose mostly 76.6 µM), for inactives: top-dose activity change, negative = inhibition, usual class: inhibitors; 390,000 tested, 0.093% active; AID 602179; also: potency is read from the fitted curve at half-maximal effect; % is scaled to controls: 0 for no effect and ±100 for the full control effect; nearly all actives have a fitted effect of over 65% in size
Target sequence (O75874 whole entry R132H, stated change not applied): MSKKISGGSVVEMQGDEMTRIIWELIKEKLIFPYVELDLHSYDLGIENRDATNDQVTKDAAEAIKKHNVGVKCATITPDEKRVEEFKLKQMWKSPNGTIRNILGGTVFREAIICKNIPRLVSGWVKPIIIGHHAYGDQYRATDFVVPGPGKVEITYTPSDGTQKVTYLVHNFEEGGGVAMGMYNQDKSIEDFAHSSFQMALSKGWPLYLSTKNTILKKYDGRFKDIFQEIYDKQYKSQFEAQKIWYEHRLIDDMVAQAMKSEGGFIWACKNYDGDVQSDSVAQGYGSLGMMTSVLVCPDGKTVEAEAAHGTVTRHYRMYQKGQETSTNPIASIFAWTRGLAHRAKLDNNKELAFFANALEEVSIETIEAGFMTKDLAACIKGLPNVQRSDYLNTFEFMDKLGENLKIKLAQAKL
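IDH1-R132H (0.5 ug/mL dispensed) in pH 7.5 Tris buffer was preincubated 30 min with compound, then given a substrate mix of 0.016 mM NADPH and 2 mM alpha-KG for 80 min at room temperature; remaining NADPH was read by diaphorase/resazurin fluorescence.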
TrxR1 substrate: is turned over as a substrate by rat TrxR1; purified TrxR1 substrate turnover, NADPH consumption readout; Potency, µM (top dose mostly 114 µM), for the others: at the top dose activity change, negative = substrate turnover; 390,000 tested, 0.01% active; AID 588456; also: potency is read from the fitted curve at half-maximal effect; % is scaled to controls: 0 for no effect and ±100 for the full control effect; nearly all actives have a fitted effect of over 50% in size
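Rat TrxR1, dispensed at 90 nM, was prereduced with 400 uM NADPH (final) for 5 min at ~22 deg C, then incubated with compound 15 min before 400 uM selenite. A first-read NADPH fluorescence drop versus no-compound background flagged substrates.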
Vif-APOBEC3G blk: inhibitors of Vif-APOBEC3G interaction | HeLa A3G-eYFP + Vif (tagged APOBEC3G with the HIV-1 protein that degrades it), YFP fluorescence, overnight | Potency, µM (highest dose often 46.1 µM), inactives show at the top dose activity, negative = active, actives largely listed as inhibitors | Q9HC16 | 410,000 tested, 0.076% active;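 also: potency is read from the fitted curve at half-maximal effect; % is scaled to controls: 0 for no effect and ±100 for the full control effect; nearly all actives have a fitted effect of over 60% in size; hits raise eYFP signal because A3G escapes Vif-driven loss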
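HeLa cells stably expressing Vif and C-terminally eYFP-tagged A3G, seeded overnight at 37 deg C, then exposed to compound by pintool overnight at 37 deg C. Rise in yellow fluorescence (Ex 488/Em 500-530, Acumen) marks blocked Vif-driven A3G degradation.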
Vif-APOBEC3F blk: blocks the Vif interaction with APOBEC3F; HeLa A3F-eYFP + Vif (tagged APOBEC3F with the HIV-1 protein that degrades it), YFP fluorescence increase; Potency, µM (titrated, usually from 46.1 µM), for inactives: top-dose activity, negative = active; 390,000 tested, 0.2% active; AID 602313; also: potency is read from the fitted curve at half-maximal effect; % of control where 0% means no effect; nearly all actives have a fitted effect of over 65% in size
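HeLa cells stably expressing Vif plus C-terminally eYFP-tagged A3F were seeded, incubated overnight at 37 deg C, dosed with compound, incubated overnight again at 37 deg C. Yellow fluorescence (Ex 488/Em 500-530) reported blocked Vif-mediated A3F-eYFP degradation.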
RXFP1 ag: RXFP1 (human) receptor agonism; Q9HBX9; HEK293T-RXFP1 cAMP TR-FRET, 30 min; response scale: percent of porcine relaxin response, buffer zero; Potency, µM (series often up to 57.5 µM), for the others: top-dose activation, most hits filed as activators; 370,000 tested, 0.3% active; AID 2676; also: potency is read from the fitted curve at half-maximal effect; % is scaled to controls: 0 for no effect and ±100 for the full control effect; nearly all actives have a fitted effect of over 60% in size; many of its hits are not listed in these tables
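cAMP rise read by TR-FRET after 30 min, 37C compound exposure (up to 58 uM) in RXFP1-transfected HEK293 cells with Ro 20174 present. EC50 from Hill-equation fits, with 29 nM porcine relaxin as 100% and buffer as basal.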
Glioma ERSR ind: ER stress response induction in glioma. 420,000 tested, 0.02% active. AID 602332. U87-MG GRP78 promoter luciferase reporter, 16 h. Potency, µM, inactives show at the highest dose activation, actives largely listed as activators; also: potency is read from the fitted curve at half-maximal effect; series mostly up to about 76 µM; % of control where 0% means no effect; nearly all actives have a fitted effect of over 35% in size
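Stably transfected U87-MG glioma cells carrying a GRP78-based luciferase sensor; 16 h compound incubation. Luminescence end-point read 10 min after Bright-Glo addition at room temperature.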
* hit, by the source's call; ? = inconclusive; · = not tested or not shown; & = joins results of further samples; [ ] = another dose, or the depositor's remark. Unless noted, calls follow the shape of the dose curve; as a rule, active = well fitted curve in the direction sought with a large enough effect; inconclusive = small, poorly fitted or top-dose-only effect, or another doubt; inactive = no such curve, though single readings can be large; an effect the other way counts as inactive or inconclusive. These rows are one share of the data, so the mix of outcomes need not match the whole.

Value order – USP1 inh	Vif-APOBEC3F blk	RXFP1 ag	PI4K2A block	LDHA block	mIDH1 inhibitor	Glioma ERSR ind	Vif-APOBEC3G blk	TrxR1 substrate
CC(=O)N1N=C(c2cccs2)CC1c1ccc(Br)cc1 (stereo not drawn)
→ -8%	3%	15%	1	-1	-13%	10%	2%	-6%
COCc1cc(=O)n2[nH]c(C(F)(F)F)nc2n1
→ -2%	-11%	-1.9%	-2	-2	5%	7%	-1%	11%[57.1 µM]
O=C(COC(=O)CSc1ccccc1)NC1CCS(=O)(=O)C1 (stereo not drawn)
→ -1%	-15%	·	-2	-8&-3	-4%	0%	1%	·
N#CN1C2CCC1CC(O)(c1ccccc1)C2 (stereo not drawn)
→ ·	·	·	0	-4	·	-4%	0%	·
COc1ccc(CCN(C)S(=O)(=O)c2ccc(Cl)nc2)cc1OC
→ -9%	-1%	-0.3%	2	-5	-5%	5%	8%	-3%
C=C/C(C)=C/CC1C(=C)CCC2C(C)(C(=O)O)CCCC12C (stereo not drawn)
→ -19%	-6%	-0.5%	-9	-5	2%	-1%	0%	12%[57.1 µM]
Cc1cc(N2CCOCC2)nc2ccc(NC(=O)CCC(=O)N3CCN(c4cccc(C(F)(F)F)c4)CC3)cc12
→ -15%	21%	-0.3%	1	4	0%	-2%	3%	60%[activator]
CSc1nc(Cl)c(Cc2ccc(OCC(C)C)cc2)c(N2CCOCC2)n1
→ -19%	-12%	-0.5%	-7	-2	13%	-5%	-3%	1%
c1ccc(Nc2cc(Nc3ccccc3)[nH]n2)cc1
→ -21%	-6%	1.0%	-3	4	-13%	0%	-2%	3%
S=C(NCCCN1CCOCC1)NN=C1c2ccccc2-c2ccccc21
→ -20%	-12%	·	-6	-2	0%	-3%	0%	·

Fetched by compound from above (two):
Value order – USP1 inh	Vif-APOBEC3F blk	RXFP1 ag	PI4K2A block	LDHA block	mIDH1 inhibitor	Glioma ERSR ind	Vif-APOBEC3G blk	TrxR1 substrate
N#CN1C2CCC1CC(O)(c1ccccc1)C2 (stereo not drawn)
→ ·	·	·	0	-4	·	-4%	0%	·
CSc1nc(Cl)c(Cc2ccc(OCC(C)C)cc2)c(N2CCOCC2)n1
→ -19%	-12%	-0.5%	-7	-2	13%	-5%	-3%	1%

Next section
Value order – USP1 inh	Vif-APOBEC3F blk	RXFP1 ag	PI4K2A block	LDHA block	mIDH1 inhibitor	Glioma ERSR ind	Vif-APOBEC3G blk	TrxR1 substrate
Cc1cccc(CN2CCSCC2)c1
→ -20%	-40%	0.2%	-2	-6	4%	-4%	-6%	4%
CS(=O)(=O)N1CCN(C(=O)COc2ccc3ccccc3c2)CC1
→ -6%	-2%	3.9%	-1	-7	2%	-1%	-5%	0%
Cc1ccc2nc(SCC(=O)Nc3ccc(F)c([N+](=O)[O-])c3)[nH]c2c1
→ -11%	-2%	-5.8%	-1	-1	0%	-1%	?	-17%
O=c1[nH]c(Cc2cccs2)nc2scc(-c3ccc(Cl)cc3)c12
→ -17%	1%	8.4%	1	-13	-4%	0%	3%	3%
CC(NC(=O)c1cccnc1)C(c1cccs1)N1CCN(c2ccccc2F)CC1 (stereo not drawn)
→ -8%	-8%	0.4%	0	0	8%	-2%	0%	4%
O=C(Cn1[nH]c(=O)c2ccccc2c1=O)N1CCN(S(=O)(=O)c2ccc(Cl)cc2)CC1
→ -16%	-14%	0.6%	-2	-2	21%	-5%	-7%	4%
NC(=O)C1(Nc2ccc(-c3ccc(Cl)cc3)cc2)CCCC1
→ -16%	-14%	·	-3	-3	0%	1%	-13%	-1%
CC1(C(=O)NNC(=O)c2cccc([N+](=O)[O-])c2)CC1(Br)Br (stereo not drawn)
→ -5%	-14%	0.1%	-6	3	1%	-1%	2%	6%
C=CCNC(=O)C1CC2Cn3c(nc4cc(Cl)c(Cl)cc43)C2N1C (stereo not drawn)
→ -16%	4%	-1.8%	-3	-3	-10%	4%	0%	12%[57.1 µM]
COc1ccc(C(C#N)CC(=O)c2ccc3c(c2)OCO3)cc1OC (stereo not drawn)
→ 4%	-4%	·	3	-8	1%	2%	-2%	·
CCN1CCCC1CN(Cc1cc2ccc(C)cc2[nH]c1=O)C(=S)Nc1ccccc1C(=O)OC (stereo not drawn)
→ -14%	10%	2.3%	-4	-10	13%	-2%	2%	5%[57.1 µM]
Cn1c(=O)n(-c2ccc3c(c2)OCO3)c2nc(-c3ccccc3)nc(C(N)=O)c21
→ -23%	-2%	3.9%	5	3	25%	-3%	3%	3%
O=C(CS(=O)(=O)c1cccc2nsnc12)NCc1ccc(Cl)cc1
→ -25%	0%	-1.4%	-5	0	-9%	-1%	5%	-7%[57.1 µM]
COc1ccc(C2C=C(c3ccc(C)cc3)Nc3ncnn32)cc1 (stereo not drawn)
→ -21%	-4%	10%	-3	-8	1%	6%	-12%	75%[activator]
CCOc1ccccc1Nc1cc(C)nc2ccc(C)cc12
→ -5%	5%	·	3	-7	-2%	-3%	0%	-12%[57.1 µM]
COc1ccccc1NC(=O)COc1ccc(C(=O)NCc2ccccc2)cc1OC
→ -27%	0%	-0.2%	7	-2	-6%	-5%	12%	-1%
Cc1cc(OC(=O)c2ccc(C(C)(C)C)cc2)c([N+](=O)[O-])c(=O)[nH]1
→ -21%	1%	0.6%	-3	0	8%	-4%	2%	1%
COC(=O)C1CCN(c2cc(Cl)nc(N)n2)CC1
→ -2%	3%	-1.4%	1	-2	4%	-4%	-4%	-4%[57.1 µM]
CCOC(=O)c1c(NC(=O)CN2CCN(C(=O)c3ccco3)CC2)sc(C)c1C
→ -21%	-7%	3.7%	2	-5	-1%	-4%	1%	-7%
COc1ccc(CNC(=O)C(=O)NCC2OCCN2S(=O)(=O)c2ccc(OC)cc2)cc1 (stereo not drawn)
→ -21%	6%	·	-1	-2	2%	-3%	0%	-3%
Cc1ccc(S(=O)(=O)NCC(=O)OCC(=O)NC2CCCCC2)cc1
→ 2%	1%	·	1	-8	-1%	-1%	-1%	-7%
CCc1ccc(C(=O)COC(=O)c2ccco2)cc1
→ -10%	-2%	-3.6%	-8	1	-2%	13%	-4%	1%
Cc1ccc(C)c(Cn2c(=O)n(CC3CCC(C(=O)N4CCOCC4)CC3)c(=O)c3sccc32)c1 (stereo not drawn)
→ -14%	-6%	0.5%	-1	-5	-10%	-1%	-24%	5%[57.1 µM]
CS(=O)(=O)c1cccc(-c2csc(N3CCC(C(N)=O)CC3)n2)c1
→ ·	2%	4.0%&0.0%	-1	0	·	2%	0%	1%
Nc1c(Cl)cc(C2=NCCn3nc4ccccc4c32)cc1Cl
→ ?	1%	1.4%	8	1	-15%	1%	?	5%[57.1 µM]
CN(C)CCn1c(=S)[nH]c2ncccc2c1=O
→ -9%	21%	8.1%	2	-1	-4%	-3%	1%	9%[57.1 µM]
CCC(OC(=O)C1=Cc2ccccc2OC1)C(=O)NCc1ccco1 (stereo not drawn)
→ 5%	0%	1.5%	5	-3	9%	-1%	0%	-7%
Cc1ccn2cc(CCNC(=O)CC(C)(C)C)nc2c1
→ -14%	-13%	0.1%	1	-3	5%	3%	3%	45%[activator]
COc1ccc(CC(=O)OCC(=O)Nc2cccc(Br)c2)cc1
→ -3%	12%	1.2%	1	-4	11%	0%	-1%	5%[57.1 µM]
Cc1cccc(C)c1NS(=O)(=O)c1ccc(-c2cnc(C3CC3)o2)cc1
→ ?	1%	3.5%	-5	-4&1	-17%	-4%	-13%	8%
COc1ccc(N(CC(=O)NC2CCCC2)C(=O)Cn2nnc(-c3ccc(C)cc3)n2)cc1
→ -6%	-7%	1.2%	-8	-1	11%	-4%	2%	0%
CC(C(=O)Nc1ccc(Cl)cc1)c1ncc(C(F)(F)F)cc1Cl (stereo not drawn)
→ 0%	0%	2.7%	-3	-5	0%	-2%	2%	11%
COc1cc(NC(=O)COC(=O)CNC(=O)c2ccc(Cl)cc2)c(C)cc1[N+](=O)[O-]
→ -17%	0%	6.1%	-4	-4	4%	-5%	-1%	-15%
O=C(N/N=C/c1cccc([N+](=O)[O-])c1)c1cnccn1
→ -14%	-6%	5.8%	2	1	6%	4%	1%	-8%
CCCCNC(=O)CN(c1ccc(Cl)c(Cl)c1)S(C)(=O)=O
→ -4%	3%	2.2%	0	-4	1%	-6%	0%	8%[57.1 µM]
Cc1nc(NCc2ccc3c(c2)OCO3)c2oc3ccccc3c2n1
→ -7%	-5%	-0.1%	1	-2	-2%	-2%	0%	2%
COC(=O)C1CCN(c2nc3ccccc3nc2C(C#N)C(=O)NCCc2ccccc2)CC1 (stereo not drawn)
→ -9%	-12%	4.2%	14	-2	6%	-3%	-7%	-7%
N=c1sccn1CC(=O)Nc1ccccc1Cc1ccccc1
→ 1%	-2%	-1.2%	5	-17	5%	-6%	3%	-3%[57.1 µM]
COc1ccccc1NC(=O)C(NC(=O)OC(C)(C)C)C(C)OCc1ccccc1 (stereo not drawn)
→ -17%	-19%	2.8%	-2	-2	4%	-4%	-3%	-3%
COc1ccc(-n2c(SCC(=O)O)nc3sc4c(c3c2=O)CCC4)cc1
→ -6%	-14%	1.8%	-3	-10	4%	-4%	-2%	10%[57.1 µM]
CCCCN(C(=O)c1cc2ccccc2o1)c1c(N)n(CCCC)c(=O)[nH]c1=O
→ -25%	-17%	2.2%	-6	-2	-3%	6%	-8%	4%

Screening results deposited in PubChem by National Center for Advancing Translational Sciences (NCATS).
